PTHR1 ag: activates the human parathyroid hormone receptor PTHR1. HEK293 GP2 PTHR1 cells, GloSensor cAMP luminescence, 1 h. 410,000 compounds, 0.075% hits. Potency, µM (titrated, usually from 115 µM), for inactives: at the top dose activation, usual class: activators. AID 743266; note: potency is the fitted concentration of half-maximal effect; nearly all actives have a fitted effect of over 55% in size; some results filed as inactive show a strong effect at the top dose; inactives centre near -15; many of its hits are not listed in these tables
Target sequence (Q03431 whole entry, looked up): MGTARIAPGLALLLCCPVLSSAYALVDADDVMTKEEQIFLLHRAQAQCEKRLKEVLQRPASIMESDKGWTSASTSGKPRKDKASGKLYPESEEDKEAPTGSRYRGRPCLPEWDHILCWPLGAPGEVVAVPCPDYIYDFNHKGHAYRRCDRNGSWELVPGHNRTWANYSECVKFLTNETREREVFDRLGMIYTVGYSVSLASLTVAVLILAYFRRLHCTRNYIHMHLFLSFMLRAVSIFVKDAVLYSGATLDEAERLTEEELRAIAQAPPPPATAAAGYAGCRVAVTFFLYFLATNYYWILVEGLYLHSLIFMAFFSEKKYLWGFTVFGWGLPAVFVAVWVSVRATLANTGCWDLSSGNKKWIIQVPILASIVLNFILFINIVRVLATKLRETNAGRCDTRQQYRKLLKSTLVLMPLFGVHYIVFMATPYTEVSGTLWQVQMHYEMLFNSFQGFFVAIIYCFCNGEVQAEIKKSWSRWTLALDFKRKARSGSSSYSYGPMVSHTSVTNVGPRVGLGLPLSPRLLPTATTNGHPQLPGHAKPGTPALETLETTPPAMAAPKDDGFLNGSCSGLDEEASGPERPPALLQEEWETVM
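HEK-293-derived GP2 cells expressing PTHR1 and a GloSensor cAMP reporter, 3,000/well, plated overnight, given luciferin plus IBMX (each 0.5 mM as added) for 1 h at 37 °C, then compound for 1 h at 37 °C. Luminescence was read after 15 min at room temperature.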
D3 ag: activates the human D3 dopamine receptor; D3R DiscoveRx beta-arrestin cells, luminescence, 90 min; max activation, %; AID 652048; 410,000 compounds, 0.58% hits; in the data active = max activation above about 30%; note: 0% is about no effect; mostly tested at two doses, the higher about 12 µM
Target sequence (P35462 whole entry, looked up): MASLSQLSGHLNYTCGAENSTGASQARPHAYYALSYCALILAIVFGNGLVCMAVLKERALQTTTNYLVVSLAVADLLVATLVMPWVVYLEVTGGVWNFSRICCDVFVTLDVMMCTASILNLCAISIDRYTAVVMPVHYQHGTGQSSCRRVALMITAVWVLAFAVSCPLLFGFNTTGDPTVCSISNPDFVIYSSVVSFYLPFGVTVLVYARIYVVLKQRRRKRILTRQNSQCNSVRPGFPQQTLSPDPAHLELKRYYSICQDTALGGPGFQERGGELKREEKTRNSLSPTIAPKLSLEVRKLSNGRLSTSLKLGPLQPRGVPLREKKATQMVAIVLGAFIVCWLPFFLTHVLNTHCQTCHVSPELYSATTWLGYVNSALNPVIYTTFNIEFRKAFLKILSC
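Agonist mode: compounds and dopamine controls were applied to plated cells for 90 min at 37 degrees C after an overnight attachment at 1500 cells/well. Luminescent read-out followed 30 - 60 minutes at room temperature with DiscoveRx detection reagent.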
D3 antag: blocks the human D3 dopamine receptor; AID 652054; 360,000 compounds, 2.5% hits; max response, negative = inhibition, %; P35462; D3R cells, DiscoveRx beta-arrestin luminescence, antagonist mode; active compounds read low; in the data active = max response below about -50%; inconclusive = no clear call, values can overlap the other calls; note: % is set by controls: 0 for no effect and ±100 for the full control effect; mostly tested at two doses, the higher about 12 µM
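Cells plated overnight at 1500 cells/well, then exposed to library compounds with dopamine controls for 90 minutes at 37 degrees C. DiscoveRx reagent added for 30–60 minutes at room temperature; luminescence read, quantitative HTS format.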
CCT modulator: cytosolic chaperonin activity modulation | purified chaperonin ATPase assay, HTRF ADP detection, 30 min | activity change, % (no concentration beside the values), hits read low | 360,000 compounds, 0.3% hits; in the data active = activity change below about -30%; note: % is set by controls: 0 for no effect and ±100 for the full control effect
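TRiC (40 or 20 nM final, by batch activity) in 30 mM Tris pH 7.4, 100 mM KCl, 5 mM MgCl2, 1 mM DTT was treated with compound at 76 uM single dose, then 10 uM ATP, 30 min at 37 °C. ADP was read by HTRF Transcreener.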
MmCpn inh: M. maripaludis TRiC chaperonin inhibition | purified Mm-Cpn ATPase, ADP Transcreener TR-FRET | Potency, µM (doses to about 76.9 µM), without a hit: at the highest dose activity, negative = inhibition, hits mostly inhibitors | 330,000 compounds, 0.031% hits; note: potency is the fitted concentration of half-maximal effect; % is set by controls: 0 for no effect and ±100 for the full control effect; nearly all actives have a fitted effect of over 80% in size
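Quantitative HTS used 25 nM Mm-CPN and 10 uM ATP in magnesium/KCl Tris buffer, pH 7.4, with 1 mM DTT. Hydrolysis ran 30 min at 37°C; ADP was read by HTRF.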
EPAC2 antagonist: EPAC2 (human) antagonism; EPAC2 GEF exchange of Rap1B-BODIPY-GDP, fluorescence; Potency, µM (titrated, usually from 114 µM), for the others: top-dose activity, negative = inhibition, usual class: inhibitors; 360,000 compounds, 0.18% hits; note: potency is the fitted concentration of half-maximal effect; % is set by controls: 0 for no effect and ±100 for the full control effect; nearly all actives have a fitted effect of over 45% in size; many of its hits are not listed in these tables
Akt phos inh: inhibitors of Akt phosphorylation. Neuro2A IGF-stimulated pAkt S473 HTRF, 20 min; active compounds read low. activity change, % for hits at 50 µM. 360,000 compounds, 0.32% hits; in the data active = activity change below about -80%; inconclusive = mostly about -51% to -80%; note: % is set by controls: 0 for no effect and ±100 for the full control effect
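Neuro2A cells (4,500/well, DMEM with 0.5% FBS) were treated with compound at a single 50 µM final concentration, stimulated with 6 nM IGF for 20 min at 37 °C, and lysed. Phospho-Akt Ser473 was read by HTRF as 665/615 ratio ×10^4.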
EPAC2 ag: EPAC2 (human) agonism. Q8WZA2. EPAC2 activation, biochemical qHTS; response scale: 100% = 6.5 mM cAMP response. Potency, µM (series often up to 154 µM), without a hit: top-dose activation, actives largely listed as activators. 360,000 compounds, 0.079% hits; note: potency is the fitted concentration of half-maximal effect; nearly all actives have a fitted effect of over 50% in size
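Compounds were titrated in qHTS against a Rap1B-BODIPY-GDP (250 nM) complex with EPAC2 (100 nM) and GDP (50 uM). BODIPY-GDP release tracked at 480/540 nm over 30 min at room temperature, normalized to 6.5 mM cAMP.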
Starred values were filed as active, the others as inactive; [ ] = remark or other dose. Unless noted, calls come from the whole dose curve; as a rule, active = well fitted curve in the direction sought with a large enough effect; inconclusive = small, poorly fitted or top-dose-only effect, or another doubt; inactive = no such curve, though single readings can be large; an effect the other way counts as inactive or inconclusive. A portion of the library; count on the stated rates, not on these rows.

For COc1cccc(OCc2cc(C(=O)N(C)Cc3nccn3C)no2)c1 the results were PTHR1 ag inactive, D3 ag -2, D3 antag -7, CCT modulator 0.5, MmCpn inh -2%, EPAC2 antagonist 3%, Akt phos inh inactive and EPAC2 ag 8%.
`COc1ccccc1C(=O)NCCCNC(=O)c1cnccn1` gave PTHR1 ag inactive, D3 ag -4, D3 antag -8, CCT modulator 0.2, MmCpn inh -1%, EPAC2 antagonist 7%, Akt phos inh inactive and EPAC2 ag 13%.
For COC1=CC(=O)OC(c2ccccc2)C1 (stereo not drawn) the results were PTHR1 ag -16%, D3 ag 0, D3 antag 18, EPAC2 antagonist -17%, Akt phos inh inactive and EPAC2 ag 6%.
O=C(Nc1nccs1)C1CCCN1S(=O)(=O)c1ccc(Cl)cc1 (stereo not drawn) was read as PTHR1 ag -16%[57.5 µM], D3 ag -17, D3 antag -12, CCT modulator 1.1, MmCpn inh -4%, EPAC2 antagonist 7%, Akt phos inh inactive and EPAC2 ag 9%.
S=C(NCCSCc1ccc(Cl)cc1)Nc1ccccc1 was read as PTHR1 ag -13%, D3 ag -16, D3 antag inconclusive, CCT modulator 1.6, MmCpn inh 1%, EPAC2 antagonist -10%, Akt phos inh inactive and EPAC2 ag 13%.
`CCn1c(SCC(=O)N2CC(C)OC(C)C2)nc2c([nH]c3ccccc32)c1=O` (stereo not drawn) gave PTHR1 ag -12%, D3 ag 7, D3 antag 2, CCT modulator 0.3, MmCpn inh -2%, EPAC2 antagonist -3%, Akt phos inh inactive and EPAC2 ag -13%.
O=C(COc1ccc(S(=O)(=O)N2CCOCC2)cc1)NCC1CCCO1 (stereo not drawn) was read as PTHR1 ag inactive, D3 ag -6, D3 antag -21, CCT modulator -1.5, MmCpn inh -5%, EPAC2 antagonist -5%, Akt phos inh inactive and EPAC2 ag 10%.
N#Cc1ccc(Cl)cc1NC(=O)COC(=O)[C@H](CCC(N)=O)NC(=O)c1ccc(F)cc1 was read as PTHR1 ag -10%, D3 ag -10, D3 antag 0, CCT modulator 1.7, MmCpn inh 5%, EPAC2 antagonist 8%, Akt phos inh inactive and EPAC2 ag 4%.
For CC(C)(C)c1cc(NC(=O)COC(=O)C2CC2)n(-c2ccccc2)n1 the results were PTHR1 ag -16%, D3 ag 1, D3 antag 20, CCT modulator -1.1, MmCpn inh -7%, EPAC2 antagonist 7%, Akt phos inh inactive and EPAC2 ag 1%.
For CN(CCc1ccccn1)C1CCCN(S(=O)(=O)c2ccc(F)c(Cl)c2)C1 (stereo not drawn) the results were PTHR1 ag -14%, D3 ag -27, D3 antag 5, CCT modulator -1.7, MmCpn inh -2%, EPAC2 antagonist 1%, Akt phos inh inactive and EPAC2 ag 0%.
CCCCN1C(C)=CC(=C2C(=O)c3ccccc3C2=O)C=C1C was read as PTHR1 ag -34%[inhibitor], D3 ag 6, D3 antag -18, CCT modulator 2.4, MmCpn inh 0%, EPAC2 antagonist 11%, Akt phos inh inactive and EPAC2 ag -14%.
For COc1ccc(C)cc1NC(=O)CNC(=O)c1sc2ccccc2c1Cl the results were PTHR1 ag -8%, D3 ag 0, D3 antag -9, CCT modulator -4.0, MmCpn inh 0%, EPAC2 antagonist -8%, Akt phos inh inactive and EPAC2 ag 13%.

Compounds shown so far that contain nitrogen in an aromatic ring:
For COc1cccc(OCc2cc(C(=O)N(C)Cc3nccn3C)no2)c1 the results were PTHR1 ag inactive, D3 ag -2, D3 antag -7, CCT modulator 0.5, MmCpn inh -2%, EPAC2 antagonist 3%, Akt phos inh inactive and EPAC2 ag 8%.
`COc1ccccc1C(=O)NCCCNC(=O)c1cnccn1` gave PTHR1 ag inactive, D3 ag -4, D3 antag -8, CCT modulator 0.2, MmCpn inh -1%, EPAC2 antagonist 7%, Akt phos inh inactive and EPAC2 ag 13%.
O=C(Nc1nccs1)C1CCCN1S(=O)(=O)c1ccc(Cl)cc1 (stereo not drawn) was read as PTHR1 ag -16%[57.5 µM], D3 ag -17, D3 antag -12, CCT modulator 1.1, MmCpn inh -4%, EPAC2 antagonist 7%, Akt phos inh inactive and EPAC2 ag 9%.
`CCn1c(SCC(=O)N2CC(C)OC(C)C2)nc2c([nH]c3ccccc32)c1=O` (stereo not drawn) gave PTHR1 ag -12%, D3 ag 7, D3 antag 2, CCT modulator 0.3, MmCpn inh -2%, EPAC2 antagonist -3%, Akt phos inh inactive and EPAC2 ag -13%.
For CC(C)(C)c1cc(NC(=O)COC(=O)C2CC2)n(-c2ccccc2)n1 the results were PTHR1 ag -16%, D3 ag 1, D3 antag 20, CCT modulator -1.1, MmCpn inh -7%, EPAC2 antagonist 7%, Akt phos inh inactive and EPAC2 ag 1%.
For CN(CCc1ccccn1)C1CCCN(S(=O)(=O)c2ccc(F)c(Cl)c2)C1 (stereo not drawn) the results were PTHR1 ag -14%, D3 ag -27, D3 antag 5, CCT modulator -1.7, MmCpn inh -2%, EPAC2 antagonist 1%, Akt phos inh inactive and EPAC2 ag 0%.

The listing continues:
Screening O=C(C1=C[C@@H](C2CCCCC2)C[C@@H](OCCCCO)O1)N1CCOCC1 returned PTHR1 ag -55%[inhibitor], D3 ag 3, D3 antag 15, CCT modulator 0.2, EPAC2 antagonist 10%, Akt phos inh inactive and EPAC2 ag 3%.
`Cc1ccc(/C=C/c2ccc3cccc(O)c3n2)s1` gave PTHR1 ag -74%[inhibitor], D3 ag -13, D3 antag inconclusive, CCT modulator -2.4, MmCpn inh 0%, EPAC2 antagonist -5%, Akt phos inh inactive and EPAC2 ag 13%.
Screening N#CCCn1cc(C(=O)N2CCCCC2)c(-c2ccc([N+](=O)[O-])cc2)n1 returned PTHR1 ag inactive, D3 ag -12, D3 antag -21, CCT modulator -1.6, MmCpn inh 1%, EPAC2 antagonist -4%, Akt phos inh inactive and EPAC2 ag 11%.
For CN(CC(=O)Nc1ccccc1Br)C(=O)c1ccncc1 the results were PTHR1 ag -15%, D3 ag -6, D3 antag -23, CCT modulator 0.7, MmCpn inh 4%, EPAC2 antagonist 26%, Akt phos inh inactive and EPAC2 ag 4%.
Cc1cccc(NC(=S)/N=C(\N)Nc2nc(C)c3ccc(C)cc3n2)c1 was read as PTHR1 ag -16%[57.5 µM], D3 ag -13, D3 antag -1, CCT modulator 0.3, MmCpn inh -13%, EPAC2 antagonist -1%, Akt phos inh inactive and EPAC2 ag 10%.
CCCCNC(=O)C1CCN(S(=O)(=O)c2cnc[nH]2)CC1 was read as PTHR1 ag -17%[57.5 µM], D3 ag 2, D3 antag 11, CCT modulator -2.0, MmCpn inh 1%, EPAC2 antagonist 3%, Akt phos inh inactive and EPAC2 ag -5%.
CC(C)C[C@H](NC(=O)NCc1ccc(Cl)cc1)C(=O)O was read as PTHR1 ag inactive, D3 ag 8, D3 antag -17, CCT modulator -1.3, MmCpn inh inconclusive, EPAC2 antagonist -2%, Akt phos inh inactive and EPAC2 ag 8%.
`CCCOc1ccc(F)cc1-c1cc(C(=O)Nc2ccc(OC)nc2)[nH]n1` gave PTHR1 ag inactive, D3 ag -1, D3 antag 54, CCT modulator 1.0, EPAC2 antagonist -2%, Akt phos inh inactive and EPAC2 ag 5%.
For O=C(CS(=O)(=O)Cc1ccccc1)N1CCN(C(=O)c2ccco2)CC1 the results were PTHR1 ag inactive, D3 ag 6, D3 antag 33, CCT modulator -2.3, MmCpn inh 0%, EPAC2 antagonist 5%, Akt phos inh inactive and EPAC2 ag 1%.
`CC1CN(C(=O)COC(=O)c2nn(-c3ccccc3)c(=O)c3ccccc23)CC(C)O1` (stereo not drawn) gave PTHR1 ag inactive, D3 ag 0, D3 antag 5, CCT modulator 1.7, MmCpn inh -10%, EPAC2 antagonist -11%[57.1 µM], Akt phos inh inactive and EPAC2 ag 12%.
`COc1ccccc1C(=O)CSc1nccn1C` gave PTHR1 ag 5%, D3 ag -15, D3 antag inconclusive, CCT modulator 1.3, MmCpn inh -1%, EPAC2 antagonist 19%, Akt phos inh inactive and EPAC2 ag 10%.
For CCC1CCCCN1c1cc(C)nc2cc(-c3cccc(C)c3)nn12 (stereo not drawn) the results were PTHR1 ag inactive, D3 ag -1, D3 antag 0, CCT modulator 0.6, MmCpn inh 1%, EPAC2 antagonist -19%, Akt phos inh inactive and EPAC2 ag -10%.
`C=CCNc1nc2c(c(=O)n(C)c(=O)n2C)n1CCCCCC` gave PTHR1 ag -17%[57.5 µM], D3 ag 6, D3 antag 10, CCT modulator -3.0, MmCpn inh 1%, EPAC2 antagonist 8%[57.1 µM], Akt phos inh inactive and EPAC2 ag 0%.
CCCCCCNC(=O)CCNS(=O)(=O)c1ccc(C)cc1 was read as PTHR1 ag -6%, D3 ag 7, D3 antag 17, CCT modulator 0.5, MmCpn inh 3%, EPAC2 antagonist -17%, Akt phos inh inactive and EPAC2 ag 1%.
For C/C(=N/NC(=O)c1nnn(-c2nonc2N)c1-c1ccccc1)c1ccc2c(c1)OCO2 the results were PTHR1 ag 0%, D3 ag 0, D3 antag -10, CCT modulator -0.8, MmCpn inh 1%, EPAC2 antagonist -4%, Akt phos inh inactive and EPAC2 ag 7%.
`CN1C(=O)CSC1=Nc1ccc(Br)cc1` gave PTHR1 ag -22%, D3 ag 3, D3 antag 9, CCT modulator -0.1, MmCpn inh 2%, EPAC2 antagonist -4%, Akt phos inh inactive and EPAC2 ag 2%.
Screening COc1cc(Nc2ccn3nccc3n2)cc(OC)c1OC returned PTHR1 ag -3%, D3 ag -3, D3 antag -20, CCT modulator -0.5, EPAC2 antagonist -9%, Akt phos inh inactive and EPAC2 ag 4%.
For Clc1ccc(-c2cc(COc3ccccc3)on2)cc1 the results were PTHR1 ag -2%, D3 ag -1, D3 antag 10, CCT modulator -2.2, MmCpn inh -1%, EPAC2 antagonist -13%, Akt phos inh inactive and EPAC2 ag 8%.
`CN(C)CCNc1ncnc2c1sc1nc(N3CCOCC3)c3c(c12)CC(C)(C)SC3` gave PTHR1 ag -7%[57.5 µM], D3 ag -6, D3 antag 0, CCT modulator 0.2, MmCpn inh 0%, EPAC2 antagonist -7%, Akt phos inh inactive and EPAC2 ag -1%.

Bioassay records deposited in PubChem by National Center for Advancing Translational Sciences (NCATS).
